GSK3B inh = human GSK3beta kinase inhibition. GST-GSK3beta kinase, ADP-Glo luminescence, 60 min; hits give low values. activity score (negative = inhibition), % at 10 µM. hit rate 0.038% among 300,000. AID 2097;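 active = more than half of replicate wells score below -50%, meaning over 50% inhibition versus plate controls; inconclusive = some replicates but at most half score below -50%; inactive = no replicate scores below -50%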;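 also: 0% = median DMSO wells and -100% = median GW8510 positive control wells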
Target sequence (P49841 whole entry, looked up): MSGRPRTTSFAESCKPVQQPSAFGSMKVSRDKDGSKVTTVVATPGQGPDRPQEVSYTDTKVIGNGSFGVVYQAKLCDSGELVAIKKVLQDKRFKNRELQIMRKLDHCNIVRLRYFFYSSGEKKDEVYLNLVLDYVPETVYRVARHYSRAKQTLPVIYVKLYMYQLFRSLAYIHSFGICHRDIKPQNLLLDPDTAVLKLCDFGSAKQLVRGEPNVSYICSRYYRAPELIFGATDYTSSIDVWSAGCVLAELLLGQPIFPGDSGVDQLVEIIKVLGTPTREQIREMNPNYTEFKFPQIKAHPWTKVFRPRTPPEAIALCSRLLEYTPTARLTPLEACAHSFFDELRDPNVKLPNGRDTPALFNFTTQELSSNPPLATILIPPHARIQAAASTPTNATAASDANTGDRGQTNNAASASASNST
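Test system – GST-tagged human GSK3beta kinase, cell-free · Incubation – 60 min enzyme reaction, room temperature · Signal – ADP-Glo luminescence · Also added – peptide substrate and ATP at 25 µM · Controls – DMSO neutral wells and GW8510 at 20 µM as positive · Buffer or medium – Tris/MgCl2 kinase buffer · Measure – Luminescence-derived activity versus plate DMSO and GW8510 wells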
DYRK1A inh = blocks rat Dyrk1A kinase activity | Q63470 | AID 504441 | hit rate 0.43% among 310,000 | inhibition, % at 12.5 µM | ADP-Glo luminescence, NFATc1 peptide; in the data active = inhibition above about 50%;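 also: plate controls were vehicle with enzyme for no effect and no enzyme for full effect; many of its hits are not listed in these tables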
HSF1 inhib = HSF1 inhibition. NIH3T3-HGL HSE-luciferase, MG132-induced, luminescence 8 h; hits give low values. activity change, negative = inhibition, % at 7.5 µM (by protocol). hit rate 0.77% among 300,000;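 active = more than half of replicate wells show activity change below -50%, luminescence cut by over half; inconclusive = some wells, but at most half, below -50%; inactive = no replicate well below -50%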;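 also: luciferase reports HSF-1 transcriptional activity via heat shock element; 0% = median of DMSO wells and -100% = zero luminescence signal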
Platelet DG rel = platelet dense granule release activity. human platelet-rich plasma, SFLLRN dense granule ATP release, luminescence. inhibition, %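 (compounds screened at 7.5 µM in platelet-rich plasma)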. AID 1663. hit rate 0.22% among 300,000;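 active = mean replicate score, as percent of positive control, at or above 50; inconclusive = mean below 50 but at least one replicate at or above 50; inactive = mean and every replicate below 50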
GSK3 alpha inh = human GSK-3 alpha kinase inhibition; inhibition, % at 10 µM; P49840; hit rate 0.1% among 320,000; ADP-Glo luminescence, 60 min;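 in the data active = inhibition above about 50%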;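 also: GST-tagged GSK-3 alpha with peptide substrate and 25 µM ATP; 0% = DMSO neutral wells and 100% = GW8510 positive control wells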
Target sequence (P49840 whole entry, looked up): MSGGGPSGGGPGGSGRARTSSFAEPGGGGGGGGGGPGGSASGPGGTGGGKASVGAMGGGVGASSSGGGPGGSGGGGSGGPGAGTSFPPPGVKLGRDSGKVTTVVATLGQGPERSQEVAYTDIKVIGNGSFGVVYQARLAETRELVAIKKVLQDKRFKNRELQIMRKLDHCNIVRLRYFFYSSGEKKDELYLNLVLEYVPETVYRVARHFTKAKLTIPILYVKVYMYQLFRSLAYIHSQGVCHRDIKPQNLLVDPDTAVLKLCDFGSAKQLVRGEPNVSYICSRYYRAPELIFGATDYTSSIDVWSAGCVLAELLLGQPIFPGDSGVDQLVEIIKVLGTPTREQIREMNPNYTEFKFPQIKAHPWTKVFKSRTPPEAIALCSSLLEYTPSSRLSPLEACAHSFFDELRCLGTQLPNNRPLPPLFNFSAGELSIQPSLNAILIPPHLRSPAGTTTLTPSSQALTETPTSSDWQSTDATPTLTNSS
KLF5 inh = kruppel-like factor 5 inhibition | inhibition, % at 5 µM | hit rate 0.23% among 290,000 | DLD-1 KLF5 promoter-luciferase reporter, luminescence | AID 1700;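 active = inhibition above a per-plate limit of that plate's mean compound inhibition plus 3 SD, cut at about 60% in these data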;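 also: 0% = DMSO wells and 100% = LY294002 at 200 µM; higher means less KLF5 promoter-driven luciferase light; inactives centre near -14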
HSP90 inh = blocks HSP90-mediated luciferase refolding in reticulocyte lysate. Rabbit reticulocyte lysate, luciferase refolding luminescence, 3 h. inhibition, % at 5.6 µM. hit rate 0.91% among 290,000. AID 1789;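 active = inhibition above the screen-wide mean plus 3 SD, computed separately per campaign, cut at about 16% in these data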;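 also: 0% = DMSO wells and 100% = 60 µM geldanamycin wells; inhibitors lower the luminescence because luciferase stays unfolded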
HSF1 activator = increases HSF-1 driven luciferase reporter signal; NIH3T3-HGL HSF-1 luciferase reporter, MG132, 8 h; 100% = twice DMSO control signal; activation, % at 9 µM; hit rate 1.7% among 300,000;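 active = mean replicate activation of at least 50% with a set share of replicates each reaching 50%; inconclusive = only one of those two conditions met; inactive = mean below 50% and too few replicates reaching it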;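 also: 0% = median of the neutral control wells and 100% = twice that signal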
aSyn UTR inh = MLPCN primary screen, SNCA 5' untranslated region; inhibition, % (tested at 7.5 µM); hit rate 0.82% among 300,000; alpha-synuclein 5'UTR reporter, inhibitor activity; in the data active = inhibition above about 60%; inconclusive = no clear call, values can overlap the other calls;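 also: H4 neuroglioblastoma cells stably carrying SNCA 5'UTR luciferase fusion; 0% = DMSO wells and 100% = positive control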
IEC-6 tox = counter-screen for KLF5 inhibitors: cytotoxicity in IEC-6 cells. IEC-6 cytotoxicity, luminescence viability. inhibition, % at 5 µM. hit rate 0.78% among 290,000; in the data active = inhibition above about 22%;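 also: 0% = plate median of test compound wells and 100% = cytotoxic reference compound wells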
* = called active by the depositor; ? = inconclusive; · = no result given; & = joins results of further samples.

#1 CCC1=NN(C(=O)CCc2ccccc2)C(O)(C(F)(F)F)C1 (stereo not drawn)
#2 O=C(NCCOc1ccccc1)C1CCC(=O)N(CCCN2CCCC2=O)C1 (stereo not drawn)
#3 Cc1oc2ccc(O)cc2c1C(=O)c1ccc(Cl)cc1
#4 O=C(Cn1nc(C(=O)O)c2ccccc2c1=O)Nc1ccccc1C(F)(F)F
#5 CC1=NN(C(N)=S)C(=O)C1N=Nc1cc(Cl)ccc1Cl (stereo not drawn)
#6 COc1ccc(/C=N/Nc2ccc(C(F)(F)F)cc2[N+](=O)[O-])cc1O
#7 COc1ccc(NC(=O)c2ccc(NC(=O)COC(=O)CC(NC(=O)c3ccccc3Cl)c3ccccc3)cc2)cc1 (stereo not drawn)
#8 CCOc1cc(NC(=S)NCCOC)c(OCC)cc1NC(=O)c1cccs1

Compound	1	2	3	4	5	6	7	8
GSK3B inh	1	3	1	-1	0	0	2	3
DYRK1A inh	0	3	-2	-5	10	0	-5	·
HSF1 inhib	-10	-12	-2	-1	1	10	7	1
Platelet DG rel	-1	-7	1	-6	-1	-1	11	1
GSK3 alpha inh	-1	1	-2	-2	3	-2	·	-3
KLF5 inh	-5	-19	-84	-24	-21	-15	-21	5
HSP90 inh	-1	-4	4	-2	6	-7	4	4
HSF1 activator	-9	-8	25	6	4	2	7	7
aSyn UTR inh	-5	-6	-28	10	3	-8	0	25
IEC-6 tox	-1	-7	-8	-4	-3	1	9	-2

#9 COc1cc(/C=N/NC(=O)Cn2cnc3c2c(=O)n(C)c(=O)n3C)cc(OC)c1OC
#10 Cc1ccc(S(=O)(=O)C2(S(=O)(=O)c3ccc(C)cc3)CC2)cc1
#11 O=C(NCCC1=CCCCC1)c1cc(S(=O)(=O)N2CCOCC2)ccc1F
#12 CC1CC(=O)c2cnc(NCC3CCCO3)nc2C1 (stereo not drawn)
#13 O=C(NCCC(c1ccccc1)c1ccccc1)c1cccs1
#14 COC(=O)[C@H]1CN(C(=O)c2ccccc2)C(=O)N1
#15 O=[N+]([O-])c1cc(Br)cc(C=Nc2ccc3c(c2)OCO3)c1O
#16 COc1cc(/C=C2/C(=O)NN(c3ccc(Cl)cc3)C2=O)cc(OC)c1O

Compound	9	10	11	12	13	14	15	16
GSK3B inh	3	2	1	-1	1	-1	-2	1
DYRK1A inh	·	13	-6	3	-5	1	-4	·
HSF1 inhib	-2	8	6	1	4	-1	-7	15
Platelet DG rel	-7	4	-3	-12	-2	0	1	3
GSK3 alpha inh	-1	10	1	1	0	2	1	-2
KLF5 inh	-19	-15	·	-16	-4	-3	-15	-24
HSP90 inh	4	-4	·	-3	1	4	2	3
HSF1 activator	-18	15	20	3	4	7	2	5
aSyn UTR inh	-5	-17	-2	-18	11	-9	-89	-1
IEC-6 tox	1	-7	·	-10	-4	0	5	-2

Single records (already shown).
Profile of Cc1ccc(S(=O)(=O)C2(S(=O)(=O)c3ccc(C)cc3)CC2)cc1 → GSK3B inh = 2; DYRK1A inh = 13; HSF1 inhib = 8; Platelet DG rel = 4; GSK3 alpha inh = 10; KLF5 inh = -15; HSP90 inh = -4; HSF1 activator = 15; aSyn UTR inh = -17; IEC-6 tox = -7
Profile of O=C(NCCC1=CCCCC1)c1cc(S(=O)(=O)N2CCOCC2)ccc1F → GSK3B inh = 1; DYRK1A inh = -6; HSF1 inhib = 6; Platelet DG rel = -3; GSK3 alpha inh = 1; KLF5 inh = ·; HSP90 inh = ·; HSF1 activator = 20; aSyn UTR inh = -2; IEC-6 tox = ·
Profile of COC(=O)[C@H]1CN(C(=O)c2ccccc2)C(=O)N1 → GSK3B inh = -1; DYRK1A inh = 1; HSF1 inhib = -1; Platelet DG rel = 0; GSK3 alpha inh = 2; KLF5 inh = -3; HSP90 inh = 4; HSF1 activator = 7; aSyn UTR inh = -9; IEC-6 tox = 0

Further records follow:
#17 O=c1c2cnn(-c3ccccc3)c2ncn1Cc1ccccc1
#18 CCc1cc(C(=O)NC(C)C2CCCO2)cs1 (stereo not drawn)
#19 CCOC(=O)/C(C#N)=C/c1c[nH]c2ccccc12
#20 CC1(c2ccc(OC(F)F)cc2)NC(=O)N(CC(=O)Nc2ccc3[nH]c(=O)[nH]c3c2)C1=O (stereo not drawn)
#21 Brc1ccc(-c2nc3ccccc3s2)s1
#22 Cc1nc2c(-c3ccc(F)cc3)c(C)nn2c(N2CCOCC2)c1C
#23 CCC(C)NC(=O)c1ccccc1NS(=O)(=O)c1ccc(OC)c(OC)c1 (stereo not drawn)
#24 Cc1ccc2nc3c(cc(C(=O)NC4CCS(=O)(=O)C4)n3Cc3ccccc3)c(=O)n2c1 (stereo not drawn)

Compound	17	18	19	20	21	22	23	24
GSK3B inh	4	2	0	-2	1	3	-1	-1
DYRK1A inh	5	-1	10	9	0	-6	1	1
HSF1 inhib	2	11	38	-4	16	-8	2	-4
Platelet DG rel	3	7	7	3	5	-5	-7	21
GSK3 alpha inh	-1	-2	-1	1	0	-2	-4	-6
KLF5 inh	-10	-47	-37&15	·	-58	-15	4	0
HSP90 inh	-1	-3	3&-2	·	-4	0	-2	-3
HSF1 activator	6	0	38	-3	?	-14	9	-13
aSyn UTR inh	3	-20	-66	-4	-115	12	-33	23
IEC-6 tox	7	-5	-1&-3	·	1	-7	-3	-5

#25 CCCCN(CCCC)S(=O)(=O)c1ccc(C(=O)Nc2nnc(CSC)o2)cc1
#26 Cc1cccc(NC(=O)CSc2nc(=O)n(CCN3CCOCC3)c3c2CCCC3)c1C
#27 CC1Cc2ccccc2N1S(=O)(=O)c1cccc(C(=O)Nc2cccnc2)c1 (stereo not drawn)
#28 Cc1ccc(NC(=S)N2CCN(C3CCCCC3)CC2)cc1
#29 Cc1cc(OCCn2cnc3ccccc3c2=O)ccc1[N+](=O)[O-]
#30 CC1CCCN(S(=O)(=O)c2ccc3c(c2)c(=O)nc2ccccn23)C1 (stereo not drawn)
#31 C(#CCN1CCOCC1)COCCOC(c1ccccc1)c1ccccc1
#32 COc1ccc(CCN(C)C(=O)CNC(=O)c2ccccc2F)cc1OC

Compound	25	26	27	28	29	30	31	32
GSK3B inh	1	2	1	3	1	2	0	-1
DYRK1A inh	-1	4	1	6	-2	0	2	-5
HSF1 inhib	-19	-4	-4	2	3	-1	1	-6
Platelet DG rel	·	17	19	5	-8	0	0	1
GSK3 alpha inh	0	-4	-1	·	-1	-1	·	-3
KLF5 inh	-33	·	-22	-13	-8	-5	-14	18
HSP90 inh	-3	·	1	-1	2	-3	3	6
HSF1 activator	-11	3	-8	-16	10	2	24	-11
aSyn UTR inh	50	-4	-23	-20	-3	-8	7	8
IEC-6 tox	-3	·	5	-7	-5	1	2	1

#33 CC(=O)c1cccc(NC(=O)c2ccc(NC(=O)CC3SC(N4CCCCC4)=NC3=O)cc2)c1 (stereo not drawn)
#34 O=C(Nc1ccccc1)N1CCCC(c2nc(-c3ccc(F)cc3)no2)C1 (stereo not drawn)
#35 CN(C1CCCCC1)S(=O)(=O)c1ccc(-n2cnnn2)cc1
#36 O=C(O)CSc1nc2c(c(C(F)(F)F)n1)CCc1ccccc1-2
#37 COc1cccc2[nH]c(C(=O)NCCc3ccccc3)cc12
#38 COc1nn(CC(=O)N2N=C(C)CC2(O)C(F)(F)F)cc1[N+](=O)[O-] (stereo not drawn)
#39 CC(C)(C)CC(C)(C)NCC(=O)Nc1c2c(nc3ccccc13)CCC2
#40 Nn1c(-c2ccc(O)cc2)nnc1-c1ccc(O)cc1

Compound	33	34	35	36	37	38	39	40
GSK3B inh	2	1	2	4	5	-1	2	-2
DYRK1A inh	8	·	1	4	11	5	0	-10
HSF1 inhib	-2	3	10	4	-15	-3	13	4
Platelet DG rel	30	5	-11	1	1	0	4	13
GSK3 alpha inh	-2	-1	-1	-7	-1	-2	-1	5
KLF5 inh	-7	-22	-20	-2	-86	-6	0	-23
HSP90 inh	0	1	2	-2	0	1	-5	-2
HSF1 activator	-8	-13	32	12	-28	10	42	-22
aSyn UTR inh	11	-46	-19	16	-162	-3	8	-1
IEC-6 tox	2	7	-4	-2	-3	3	0	-8

#41 C[C@@H](O)[C@H]1C(=O)N2C(C(=O)O)=C(S[C@@H]3CN[C@H](C(=O)N(C)C)C3)[C@H](C)[C@H]12
#42 O=C(CCCCCN1C(=O)c2cccc([N+](=O)[O-])c2C1=O)Nc1ccccc1F
#43 COc1ccc(S(=O)(=O)Cc2ccc(C(=O)NCc3ccccn3)o2)cc1
#44 C/C=C/C=C\C(=O)Nc1cccc(C2=NOC3(C2)C[C@H](C(N)=O)N(C(=O)CC#N)C3)c1 (stereo partly drawn)
#45 CCOc1cc(Br)cc(/C=C2\SC(=Nc3ccccc3)NC2=O)c1O
#46 C/C=C/C=C/C(=O)Nc1nccs1
#47 Cc1cccc(CN2CCC(CNC(=O)C3CCCN(S(=O)(=O)c4cnc[nH]4)C3)CC2)c1 (stereo not drawn)
#48 CCOc1cc(/C=C2\N=C(C)OC2=O)cc(Cl)c1OCC(=O)OC
#49 O=C(CN1C(=O)c2ccccc2C1=O)Nc1ccc(-c2nc3ccccc3o2)cc1

Compound	41	42	43	44	45	46	47	48	49
GSK3B inh	3	2	-1	-1	1	1	·	0	1
DYRK1A inh	·	-2	-2	2	-3	7	7	·	16
HSF1 inhib	-3	-1	3	-3	2	20	·	1	-12
Platelet DG rel	6	2	1	0	6	-9	·	8	4
GSK3 alpha inh	-1	-2	-4	2	-1	1	·	1	0
KLF5 inh	·	-9	2	·	11	-18	-11	·	-62
HSP90 inh	·	4	-1	·	-4	-5	-2	·	1
HSF1 activator	19	-4	0	-10	-5	36	·	18	-11
aSyn UTR inh	2	13	-8	-7	-4	-77	·	-4	-10
IEC-6 tox	·	0	-3	·	-6	-6	-1	·	0

An excerpt; rates above refer to the full screens.
